Assay outcomes (PubChem)
MPTP block: blocks calcium-induced mitochondrial swelling. isolated mouse mitochondria, Ca2+ swelling absorbance, 30 min. inhibition, % at 10 µM. 1.4% of 360,000 active. AID 602449;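 active = inhibition of 50% or more, scaled per plate between neutral and stimulator controls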;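 note: 0% = DMSO wells given calcium and 100% = 1 mM EGTA wells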
NR3A LBD binder: modulators (binders) of human NR3A ligand-binding domain. NR3A LBD differential scanning fluorimetry, Tm shift; 0% = protein alone, 100% = glycine-bound protein. Tm shift relative to glycine control, % at 25 µM. 2.5% of 340,000 active. AID 1259313;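 active = melting temperature shift of at least 10% of the positive control shift, at one fixed dose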
An asterisk follows results filed as active.

SMILES	MPTP block	NR3A LBD binder
O=C(C1CCN(c2nnc(N3CCCC3=O)s2)CC1)N1CCN(Cc2ccc3c(c2)OCO3)CC1	-6.2	-0.2
COc1ccc(CCn2c(=O)c3cccnc3n(Cc3ccc([N+](=O)[O-])cc3)c2=O)cc1OC	3.0	3.7
O=C(Nc1cc(Br)ccc1O)c1cc(-c2ccco2)on1	3.0	1.2
O=C(CC(O)c1ccncc1)c1ccccc1O (stereo unspecified)	-3.0	-0.5
CN(Cc1cc(Cl)cc(Cl)c1O)Cc1c(O)ccc2ccccc12	89.3*	9.6
COc1ccc(O)c(C=Nc2cc(NC(C)=O)c(Cl)cc2Cl)c1	0.9	-2.4
CN1c2ccccc2-c2ccccc2S1(=O)=O	1.1	-4.7
Cc1cc(C)c(CN2CCN(CCCn3ccc(NC(=O)OCc4ccccc4)nc3=O)CC2)c(C)c1	1.4	0.3
CN(Cc1ccccc1)C(=O)c1cccc(NC(=O)Cc2cccc(NC(=O)C3CCN(C(=O)C4CCC4)CC3)c2)c1	0.4	-2.8
CC1=CC(C)(C)NC(=S)N1c1ccc(Cl)cc1	0.3	-1.6
O=C(/C=C/c1ccccc1)Nc1cccc(C(=O)N2CCCC2)c1	-0.2	-1.4
CN(Cc1ccccc1)C1CCN(Cc2ccccc2[N+](=O)[O-])CC1	1.1	0.8
COc1ccc(S(=O)(=O)N2CCOCC2)cc1C(=O)Nc1ccc(N2CCCCCC2)cc1	0.5	-1.4
CCN(CC(=O)Nc1ccc(NC(C)=O)cc1)C(=O)c1cc([N+](=O)[O-])ccc1Sc1ccc(Cl)cc1	1.3	-1.0
Cc1ccc(OCCC(=O)Nc2cc(S(=O)(=O)N3CCOCC3)ccc2N2CCCC2)cc1	-0.6	-1.2
COc1ccc(-c2nc(-c3ccc(O)cc3O)cs2)cc1OC	0.7	26.2*
Cc1ccc(C(=O)NN=Cc2ccc3c(c2)OCO3)cc1	-0.6	-22.9
CC(=O)Nc1cc2c(cc1Cl)-c1ccccc1C2	1.4	0.5
O=C(O)C(SC(C(=O)O)c1ccccc1)c1ccccc1 (stereo unspecified)	0.6	-0.1
Cc1cccc(NC(=O)CN2C(=O)N/C(=C/c3cc(C)n(C)c3C)C2=O)c1	0.3	0.8
Cc1cc(C(=O)CSc2nnc(Nc3ccccc3F)s2)c(C)n1CC1CCCO1 (stereo unspecified)	2.2	1.0
CC[C@H](C)[C@H](NC(=O)OCc1ccccc1)C(=O)OCC(=O)N1CCN(c2ccc(F)cc2)CC1	0.4	-0.2
NC(=O)c1ncn([C@@H]2O[C@H](CNCc3ccc(OCC(=O)Nc4nccs4)cc3)[C@@H](O)[C@H]2O)n1	-0.7	-0.3
O=C(Nc1nncs1)C12CC3CC(CC(Cl)(C3)C1)C2	7.5	-2.2
CC(=C\c1ccccc1)/C=C1/SC(=S)N(C(C(=O)O)C(C)C)C1=O (stereo unspecified)	5.4	-0.9

The list goes on (5 carried over from the part before).
SMILES	MPTP block	NR3A LBD binder
Cc1cc(C(=O)CSc2nnc(Nc3ccccc3F)s2)c(C)n1CC1CCCO1 (stereo unspecified)	2.2	1.0
CC[C@H](C)[C@H](NC(=O)OCc1ccccc1)C(=O)OCC(=O)N1CCN(c2ccc(F)cc2)CC1	0.4	-0.2
NC(=O)c1ncn([C@@H]2O[C@H](CNCc3ccc(OCC(=O)Nc4nccs4)cc3)[C@@H](O)[C@H]2O)n1	-0.7	-0.3
O=C(Nc1nncs1)C12CC3CC(CC(Cl)(C3)C1)C2	7.5	-2.2
CC(=C\c1ccccc1)/C=C1/SC(=S)N(C(C(=O)O)C(C)C)C1=O (stereo unspecified)	5.4	-0.9
O=C(O)c1ccccc1NCc1ccsc1	-1.7	-2.0
COc1ccc(NC(=O)c2c[nH]c(=O)n(-c3ccc(C)c(C)c3)c2=O)c(OC)c1	-0.6	-2.2
Cc1n[nH]c2ccccc2c1=O	-1.7	3.3
CC[C@H]1c2[nH]c3ccc(C(C)C)cc3c2[C@@H]2CCN3C(=O)CCC[C@H]1[C@H]23	-0.1	-4.7
CCOC(=O)C(CCc1ccccn1)c1ccccc1 (stereo unspecified)	0.9	0.4
C=CCn1c(=O)n2ncnc2c2c3c(sc21)CCCC3	-0.9	-1.1
Cc1ccc(S(=O)(=O)Nc2ccc3ncccc3c2[N+](=O)[O-])cc1	-1.9	-2.3
COc1ccc(NC(=O)c2cc(-c3ccccc3OC)on2)cc1	0.3	-8.9
CC(C)(C)OC(=O)N(Cc1ccccc1)Cc1ccccc1OCc1cccc(NC(=O)c2ccccc2)c1	0.0	1.2
CC(C(=O)Nc1ccc2c(c1)OCO2)N(C)CC(=O)Nc1ccc(Cl)cc1 (stereo unspecified)	0.5	-3.6
CCc1ccccc1OCC(=O)NC1CCCC1	2.2	0.3
Cc1cc(C)n(-c2nc(NCCC(C)C)c3c4c(sc3n2)COC(C)(C)C4)n1	15.7	2.0
O=C1C=C(NCCc2cc(Br)c(O)c(Br)c2)C(=O)c2ncccc21	2.0	-2.3
CCN1CCN(c2ccc(S(=O)(=O)N3CCOCC3)cc2NC(=O)c2ccc(OCC(C)C)cc2)CC1	0.5	6.5
CCOC(=O)c1sc(-c2ccccc2)cc1NC(=O)Nc1ccccc1	7.9	15.5*
COC(=O)[C@@H](Cc1c[nH]c2ccccc12)NCc1cccc(B(O)O)c1	0.0	-0.5
COC1OC(CO)C(N(C)C(C)=O)C1O (stereo unspecified)	-1.2	0.8
C1=C(c2ccc(-c3ccccc3)cc2)Nc2ncnn2C1c1ccco1 (stereo unspecified)	58.1*	-8.6
Cn1cnc([N+](=O)[O-])c1Sc1nc(N)nc2c1ncn2C1CC(O)C(CO)O1 (stereo unspecified)	-1.1	1.4
Cc1cnc(C(=O)N2CCN(S(=O)(=O)c3cc(C(F)(F)F)cc(C(F)(F)F)c3)CC2)cn1	87.6*	-3.1
COc1cccc(C=Nc2cc(C(C)C)c(O)cc2C)c1O	1.4	-3.9
Cc1ccc2c(c1)c1c(n2CC(O)CNC(C)(C)C)CCCC1 (stereo unspecified)	70.3*	-5.0
O=C(CSCC(=O)NN=Cc1ccccc1O)NN=Cc1ccccc1O	-1.9	25.5*
Cc1ccc(C)c(S(=O)(=O)N2CCN(C(=O)CCC(=O)NCc3ccc(Cl)cc3Cl)CC2)c1	-0.2	-2.5
C[C@@H]1CN(S(=O)C(C)(C)C)[C@@H](CCO)/C1=C\c1ccccc1 (stereo partly specified)	0.6	-10.0

Shown bar-delimited: part of the list above.
SMILES | MPTP block | NR3A LBD binder
CCN(CC(=O)Nc1ccc(NC(C)=O)cc1)C(=O)c1cc([N+](=O)[O-])ccc1Sc1ccc(Cl)cc1 | 1.3 | -1.0
COC(=O)[C@@H](Cc1c[nH]c2ccccc12)NCc1cccc(B(O)O)c1 | 0.0 | -0.5
O=C(Nc1cc(Br)ccc1O)c1cc(-c2ccco2)on1 | 3.0 | 1.2
COC1OC(CO)C(N(C)C(C)=O)C1O (stereo unspecified) | -1.2 | 0.8
CC(C(=O)Nc1ccc2c(c1)OCO2)N(C)CC(=O)Nc1ccc(Cl)cc1 (stereo unspecified) | 0.5 | -3.6

(further entries)
SMILES	MPTP block	NR3A LBD binder
CC(C)(C)C(=O)N1CCC2CC1c1cc(Cl)ccc12 (stereo unspecified)	-1.8	-1.1
COc1ccc(CNC(=O)c2ccc(S(=O)(=O)N3CC(C)CC(C)C3)cc2)cc1OC (stereo unspecified)	-0.3	3.2
O=[N+]([O-])c1ccc2c(c1)C(=NO)c1cc(F)ccc1-2	4.1	-16.8
CCOC(=O)C1=C(COC(=O)CNS(=O)(=O)c2ccc(NC(C)=O)cc2)NC(=O)NC1C (stereo unspecified)	-0.4	-1.6
CC1(C)CC(=O)C(Br)=C(O)C1	0.0	0.8
COc1cc2c(c(OC)c1OC)C(=O)CO2	0.5	-1.9
Fc1ccc(CSc2ncnc3c2oc2ccccc23)cc1	1.8	-4.6
O=[N+]([O-])c1ccc2nc(NN=Cc3ccc(O)cc3)sc2c1	7.4	23.1*
c1ccn(CCc2ccncc2)c1	-0.1	0.5
CCSc1ccc(-c2nn(-c3ccccc3)cc2/C=C(/C#N)C(=O)NCCCOC)cc1	3.4	-14.3
COc1cccc(C(=O)CSc2nnc(CNS(C)(=O)=O)n2-c2ccc(C)cc2)c1	-1.0	0.7
CCN1CCN(Cc2nc3c(c(=O)n(C)c(=O)n3C)n2CCc2ccccc2)CC1	-1.1	0.1
COc1ccc(Cl)cc1CC=NNC(=O)c1ccncc1	-1.6	-0.2
Cc1nn2c3ccccc3nc2n(C)c1=O	0.5	-0.1
O=C(c1cccnc1)n1nc(-c2ccco2)nc1NCc1cccs1	0.1	-2.2
COc1ccc(-c2nc(C(N)=O)c3[nH]c(=O)n(-c4cccc(Cl)c4)c3n2)cc1OC	0.0	-2.1
O=C(CN1CCN(Cc2ccccc2)CC1)N1CCCc2c1c(=O)oc1ccc(O)cc21	25.5	-14.9
COc1c2c(c3c(c1OC)c(=O)c1ccccc1n3C)OCO2	0.1	-1.0
O=C(CCC(=O)N1CCN(S(=O)(=O)c2ccc(Cl)cc2)CC1)NCc1cccc(C(F)(F)F)c1	-2.6	-1.1
CC(=O)Oc1ccc(OC(C)=O)c2c1C1C=CC2CC1	-0.2	1.4
CC(=O)Cn1ncc(Br)c(Br)c1=O	-1.2	-0.1
OC1COC(c2ccccc2)OC1C1OC(c2ccccc2)OCC1O (stereo unspecified)	0.0	-2.4
CCOC(=O)c1ccccc1NC(=O)c1cncc(Br)c1	-2.4	4.2
Cc1ccc(C(=O)N2[C@@H]3CN(C)C(=O)[C@@]2(Cc2ccccc2)[C@H]2C(=O)N(C)C(=O)[C@@H]32)cc1	-1.9	2.6
O=C1CC(c2ccccc2)=NO1	-2.3	-1.0

More results:
SMILES	MPTP block	NR3A LBD binder
COC(=O)/C=C/C(=O)N1CCN(c2ccccc2)CC1	0.7	-2.8
O=[N+]([O-])c1ccc(NN=Cc2ccc3c(c2)OCO3)nc1	0.5	-6.5
Nc1ccc(C(=O)Nc2cccc(N)c2)cc1	-0.5	-3.8
CCOc1ccc2[nH]c(=O)c(CN(Cc3cccs3)C(CC)c3nnnn3C(C)(C)CC)cc2c1 (stereo unspecified)	-2.3	-3.0
COc1ccc(NC(=O)C2Cc3ccccc3O/C2=N\O)cc1 (stereo unspecified)	-0.5	-0.3
CN1CCC(N(C)C(=O)/C(C#N)=C\c2ccc(OC(F)F)cc2)CC1	2.7	5.5
Nc1c(N(CCO)C(=O)c2ccccc2OCc2ccccc2Cl)c(=O)[nH]c(=O)n1Cc1ccccc1	-0.5	-1.7
C(=N\Nc1nc2ccccc2[nH]1)/c1ccc2c(c1)OCO2	-3.0	-31.4
NC(=S)NN=C1c2ccccc2-c2c(F)c(F)c(F)c(F)c21	-1.8	-3.0
CC(C)CN(C(=O)Cn1c(C(F)(F)F)nc2ccccc21)c1c(N)n(Cc2ccccc2)c(=O)[nH]c1=O	-0.8	0.3
COc1ccc(-c2nn(-c3ccccc3)cc2/C=N/NC(N)=S)cc1OC	0.4	19.2*
CCOc1ccc(S(=O)(=O)N2CCN(C3CC(=O)N(c4cccc(C(C)=O)c4)C3=O)CC2)cc1 (stereo unspecified)	-0.7	0.5
COc1ccc(CNc2cccnc2)c(OC)c1OC	0.4	-0.7
Cc1ccc2nc(NC(=O)CSCC(=O)OCC(=O)c3ccccc3)sc2c1	1.1	-10.9
COc1ccc2c(c1)[C@H]1[C@H](CO2)[C@H](c2ccccc2)[C@@]2(C)C(=O)N[C@H](C)C(=O)N12	-1.8	1.6
CN1C[C@@H]2[C@@H]3C(=O)N(Cc4ccccc4)C(=O)[C@@H]3[C@](Cc3ccccc3)(C1=O)N2C(=O)c1ccc(C(C)(C)C)cc1	0.9	2.6
CCOC(=O)c1c[nH]c2ccc([N+](=O)[O-])cc12	2.7	0.6
CCCCn1c(N)c(N(CCOC)C(=O)c2cc(S(=O)(=O)N3CCOCC3)ccc2Cl)c(=O)[nH]c1=O	-0.7	1.7
COc1cccc(NC(=O)CN(C)C(=O)c2cc(CN3C(=O)c4ccccc4C3=O)ccc2OC)c1	-0.9	-1.2
Cc1cccc(N2CCN(CC(O)COc3ccc4ccccc4c3)CC2)c1 (stereo unspecified)	3.6	1.2
C=CCn1c(SCC(=O)NCC(c2ccccc2)N(C)C)nc2sc3c(c2c1=O)CCC3 (stereo unspecified)	1.1	1.8
CC(C)C[C@@H](CNCC(=O)[C@H](CC(C)C)NC(=O)c1[nH]cnc1C(=O)N[C@@H](C)CN)NC(=O)c1nc[nH]c1C(=O)N[C@@H](CC(C)C)C(=O)O	2.6	-1.1
O=C1[C@@H]2[C@@H](CN3CN(c4ccccc4)N=C(c4ccccc4)[C@@]23c2ccccc2)C(=O)N1c1ccccc1	-1.1	-0.1
CCOc1ccc2nc(SCC(=O)N(CC(C)C)c3c(N)n(CC(C)C)c(=O)[nH]c3=O)[nH]c2c1	0.5	-0.8
CCCCn1c(-c2csc(C(C)C)c2)n[nH]c1=S	0.7	-1.6

The results go on.
SMILES	MPTP block	NR3A LBD binder
COCCN(C(=O)Cc1csc(-c2cccc(Cl)c2)n1)c1c(N)n(Cc2ccccc2)c(=O)[nH]c1=O	-2.3	-2.5
Nc1cc(Oc2cccnc2)cc([N+](=O)[O-])c1	-0.2	-0.6
C[N+](C)(C)CCC(=O)N1C/C(=C/c2ccccc2)C(=O)/C(=C\c2ccccc2)C1	-0.5	1.7
O=C(O)c1ccc(CCCc2ccccc2)cc1	-0.8	-1.0
COCCOC(=O)C1=C(C)NC(=S)NC1c1ccc(OCC(=O)N2CC(C)OC(C)C2)c(OC)c1 (stereo unspecified)	-2.6	-0.8
COc1ccc(-c2nc(-c3ccncc3)no2)cc1	0.4	-1.3
Cc1cccc(-c2cc(N)n(-c3ccccc3)n2)c1	0.2	30.9*
CCc1ccc(NC(=O)N2CCN(c3ccc(F)cc3)CC2)cc1	3.6	-1.7
CCOC(=O)c1cc2c(=O)n3ccccc3nc2n(Cc2ccc(Cl)cc2)c1=N	4.6	0.8
O=c1nc2onnc2c(C=NO)[nH]1	-1.4	-1.0

Only part of the results is shown; count on the stated rates, not on these rows.
